LDHA block: qHTS assay for inhibitors of human lactate dehydrogenase; L-lactate dehydrogenase A chain (Homo sapiens), P00338; purified LDHA, NADH/diaphorase-resazurin fluorescence; active compounds read low; activity change, % (values are at about 110 or 230 µM); 0.15% of 480,000 active; AID 1347041, 2019; in the data active = activity change below about -30%; inconclusive = mostly about -25% to -30%;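 also: plate controls were DMSO wells for no effect and wells without enzyme for full effect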
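LDH5 2 nM; NADH 0.06 mM, pyruvate 0.2 mM; 200 mM Tris pH 7.4, EDTA, Tween-20; 5 min RT. Detection: diaphorase 0.133 mg/mL + resazurin 37 µM, fluorescence ex540/em590 at 0 and 20 min; normalized to enzyme-free and DMSO wells.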
12-LOX inh: Primary qHTS assay for inhibitors of human arachidonate 12S-lipoxygenase (ALOX12): Round 2; Polyunsaturated fatty acid lipoxygenase ALOX12 (Homo sapiens), P18054; purified 12hLO, xylenol orange hydroperoxide absorbance; Potency, µM (highest dose often 108 µM), for inactives: at the top dose activity change, negative = inhibition, usual class: inhibitors; 1.1% of 580,000 active; AID 1671190, 2021; active = well fitted inhibition curve with a large enough effect; inconclusive = small, poorly fitted or top-dose-only effect, or another doubt; inactive = no such curve, though single readings can be large or run the other way; also: potency is read from the fitted curve at half-maximal effect
Target sequence (P18054 whole entry, looked up): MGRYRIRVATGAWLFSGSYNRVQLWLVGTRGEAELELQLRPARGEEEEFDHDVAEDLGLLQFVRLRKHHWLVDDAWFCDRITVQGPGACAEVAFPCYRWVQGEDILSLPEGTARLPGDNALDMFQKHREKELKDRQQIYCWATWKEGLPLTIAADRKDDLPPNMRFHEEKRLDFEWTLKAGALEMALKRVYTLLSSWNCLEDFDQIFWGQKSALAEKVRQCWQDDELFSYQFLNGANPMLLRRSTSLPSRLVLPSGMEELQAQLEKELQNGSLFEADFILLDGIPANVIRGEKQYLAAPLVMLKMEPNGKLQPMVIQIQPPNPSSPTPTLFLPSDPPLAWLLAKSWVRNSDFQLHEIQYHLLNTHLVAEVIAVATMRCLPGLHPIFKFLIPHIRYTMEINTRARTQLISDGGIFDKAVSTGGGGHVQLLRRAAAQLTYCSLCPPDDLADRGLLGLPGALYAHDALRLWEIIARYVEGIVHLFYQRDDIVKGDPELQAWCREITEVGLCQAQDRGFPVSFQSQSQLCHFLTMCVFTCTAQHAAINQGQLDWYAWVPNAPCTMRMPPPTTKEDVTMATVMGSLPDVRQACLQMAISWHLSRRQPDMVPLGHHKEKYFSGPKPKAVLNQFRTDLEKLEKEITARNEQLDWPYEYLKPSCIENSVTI
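Purified human 12hLO (150 nM final) in 25 mM Hepes, 0.01% Triton X-100, pH 7.0 was preincubated 15 min at room temperature with compound. Then 40 uM arachidonic acid was added, 30 min. Hydroperoxide was read by Fe-XO absorbance ratio 573/405 nm.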
Active calls of the source: *; u = inconclusive; [ ] = dose if it differs, or a comment. Unless noted, % is scaled to controls: 0 for no effect and ±100 for the full control effect.

SMILES | LDHA block | 12-LOX inh
CC(C(=O)N1CCNC1=O)N(C)Cc1ccc(Cl)cc1Cl (stereo unspecified) | -4 | 4%
CN(Cc1cccc(F)c1)C(=O)c1cc(-c2ccccc2)n[nH]1 | -3 | -12%
C/C=N/NC(=O)CCCCC(=O)N/N=C/C | 1 | 17%
COc1ccc(CNC(=O)c2ccc3nc(Cc4ccccc4F)oc3c2)c(OC)c1 | 2 | -28%
CCOc1ccc(CCNC(=O)CS(=O)(=O)Cc2nc(-c3ccc(C)cc3)oc2C)cc1 | 6 | -4%
CC(C)C[C@H]1CN(CCCC[C@@H]2CNC(=O)C(=O)N2Cc2ccccc2)C(=O)C(=O)N1CC1CCCCC1 | -3 | u
Cc1occc1-c1nnc(SCc2cc3c(cc2Br)OCCO3)n1C | 3 | -69%
O=C(Cc1cccs1)Nc1c(NCC2CCCCC2)c2ccccc2oc1=O | -7 | -26%
CC(C)(C)n1nnnc1C(c1ccccc1)N1CCN(c2ncc(C(F)(F)F)cc2Cl)CC1 (stereo unspecified) | -2 | 40%
Cc1ccccc1-c1noc(Cn2cnc3c2c(=O)n(C)c(=O)n3C)n1 | -2 | 9%
Cc1c(C(=O)NCc2ccco2)oc2c1/C(=N/O)CCC2 | -25 | u
Cc1cc2oc(C(=O)NCC(c3ccco3)N3CCCC3)cc(=O)c2cc1Cl (stereo unspecified) | 1 | -18%
O=C(CNc1ccccc1C(=O)Nc1ccccc1)Nc1ccccc1C(=O)NC1CCCC1 | 9 | -91%
Cc1ccc(NC(=O)CN2CCN(C(=O)CCNS(=O)(=O)c3ccc4ccccc4c3)CC2)cc1 | 3 | 2%
CC(C)(C)C(=O)N1CCC(C(=O)Nc2ccc(S(=O)(=O)N3CCCC3)cc2)CC1 | 2 | 0%
Cc1cc(C)c2oc(C(=O)Nc3ccc(S(=O)(=O)Nc4cc(C)nc(C)n4)cc3)cc(=O)c2c1 | 5 | 23%
O=C(CC(c1ccccc1)c1ccccc1)Oc1cc(Cl)ccc1Cl | 0 | u
COc1ccccc1N1CCN(c2nc(C)c3c(n2)CC(C)(C)CC3=O)CC1 | -19 | 2%
COC(=O)C(CC(C)C)NC(=O)CC(c1ccccc1)c1ccccc1 (stereo unspecified) | -1 | -9%
CC(CNC(=O)c1csc(-c2ccsc2)n1)c1ccccc1 (stereo unspecified) | 2 | -20%

Part of the list above, field by field.
smiles: O=C(CC(c1ccccc1)c1ccccc1)Oc1cc(Cl)ccc1Cl
  LDHA block = 0 | 12-LOX inh = u

smiles: Cc1cc(C)c2oc(C(=O)Nc3ccc(S(=O)(=O)Nc4cc(C)nc(C)n4)cc3)cc(=O)c2c1
  LDHA block = 5 | 12-LOX inh = 23%

smiles: CCOc1ccc(CCNC(=O)CS(=O)(=O)Cc2nc(-c3ccc(C)cc3)oc2C)cc1
  LDHA block = 6 | 12-LOX inh = -4%

smiles: CN(Cc1cccc(F)c1)C(=O)c1cc(-c2ccccc2)n[nH]1
  LDHA block = -3 | 12-LOX inh = -12%

Later entries
SMILES | LDHA block | 12-LOX inh
O=C(c1ccncc1)N(CCc1ccccc1)Cc1cccs1 | -4 | -6%
CCc1ccc(C2C(C(=O)Nc3ccccc3)=C(C)Nc3c(C(=O)Nc4ccc(F)cc4)cnn32)cc1 (stereo unspecified) | 4 | 2%
CC1CCN(C(=O)CN(c2cc(Cl)cc(Cl)c2)S(=O)(=O)c2ccccc2)CC1 | 9 | 6%
CCN(C(=O)CSc1nnc(-c2ccoc2C)o1)c1ccccc1 | -9 | -13%
COc1ccc(/C=C/C(=O)OCc2ccccc2C#N)cc1OC | 9 | -4%
COC(=O)c1cc(-c2nc3ccccc3[nH]2)c(-c2cccc(Cl)c2)nc1C | 7 | -22%
CS(=O)(=O)Nc1ccc(NC(=O)c2cc(-c3cccs3)on2)cc1 | 5 | -55%
CCN(CC)C(=O)COC(=O)c1ccccc1NC(=O)c1ccco1 | -17 | 6%
CCOc1ccc(-c2[nH]ncc2-c2ccccc2OC)c(O)c1 | 10 | -24%
Cn1c(=O)c2c(nc(CN3CCN(Cc4ccccc4)CC3)n2CC(N)=O)n(C)c1=O | -5 | -22%
COc1ccc(-c2c(C(F)(F)F)oc3cc(OCC#N)ccc3c2=O)cc1 | 11 | -10%
Cc1ccc(F)cc1Nc1ncnc(N)c1[N+](=O)[O-] | 1 | u
COc1ccc(CN2C(=O)C(=O)c3cc(C)ccc32)cc1OC | 16 | u
CN(Cc1ccc(Cl)c(Cl)c1)Cc1nc2ccccc2o1 | 4 | 7%
CNC(=O)CN(C)S(=O)(=O)c1ccc(C)c2ncccc12 | 0 | 48%[activator]
O=C(NC1CC1)C(Sc1cc(Cl)ccc1Cl)c1ccccc1 (stereo unspecified) | 3 | 1%
O=C(CSc1ccc2ccccc2c1)Nc1ccc2c(c1)OCCO2 | 6 | u
Cc1ccnc(-c2cccc([N+](=O)[O-])c2)[n+]1[O-] | 3 | -32%
COc1ccc(CN2CCN(Cc3ccncc3)CC2)c(OC)c1 | 9 | u
O=C(CC1Sc2ccc(C(F)(F)F)cc2NC1=O)Nc1ccc2c(c1)OCO2 (stereo unspecified) | -8 | -3%
CC(c1nc(C(C)(C)C)no1)N1CCN(c2oc(C3CC3)nc2C#N)CC1 (stereo unspecified) | 3 | u
O=C(Nc1c(-c2ccc(F)cc2)nc2sccn12)c1ccc(S(=O)(=O)N2CCOCC2)cc1 | 13 | 18%
Cc1ccc(Cl)cc1NC(=O)Nc1cc2c(cc1Oc1ccccc1)n(C)c(=O)n2C | 2 | 6%
Cc1ccc(C(C)(C)c2ccc(C(=O)O)cc2)cc1 | -4 | -6%
Cc1ccc(CNCc2ccc(C(=O)O)cc2)s1 | 1 | u
CCOC(=O)c1sc(-c2ccc(OC)c(OC)c2)cc1NC(=O)c1ccco1 | 1 | -28%
CC1(C)CS(=O)(=O)N(c2ccc(Cl)c(C(=O)Nc3cccc(C(F)(F)F)c3)c2)C1=O | -4 | 1%
Cc1ccc(C)c2c(=O)cc(CSc3nnc(-c4cccc(F)c4)n3C)[nH]c12 | 10 | u
COc1ccccc1-c1nc(C#N)c(NCc2ccc(Cl)cc2)o1 | 3 | -15%
CC(=O)N1CCCc2cc(S(=O)(=O)N3CCC(C(=O)N4CCC5(CC4)OCCO5)CC3)ccc21 | -1 | 3%
COc1ccc(-c2cc(C(=O)N3CCC3)c3ccccc3n2)cc1 | 4 | 4%
O=C(Nc1cc(-c2ccccc2)nn1C1CCS(=O)(=O)C1)c1ccco1 (stereo unspecified) | -9 | u
CCCCCn1nc(C(=O)N(C)Cc2ccccc2Cl)c2ccccc2c1=O | 7 | -7%
COc1cc(OC)cc(C(=O)N2CCN(c3cc(=O)n4nc(-c5ccccc5C)sc4n3)CC2)c1 | -9 | 6%
CC(C)n1nc(C(=O)Nc2ccc(S(=O)(=O)C(F)F)cc2)c2ccccc2c1=O | -3 | 0%
N#Cc1ccc(OCCOc2cccc(C#N)c2)cc1 | 0 | -29%
CCN1C(=O)C(Cc2ccccc2OC)c2ccccc21 (stereo unspecified) | 0 | u
CCn1cc(CNC(=O)Nc2ccc(Cl)c(Cl)c2)c(C)n1 | 0 | 3%
O=C(NC1CCCCCC1)c1ccc2c(Cl)c3c(nc2c1)CCCC3 | -7 | 0%
COC(=O)NCc1ccc(OC)c(OC)c1 | -21 | u
CCOC(=O)C(C#N)C1(Cc2ccccc2)CCOC(C)(C)C1 (stereo unspecified) | 7 | u
COc1ccc(Cl)cc1NC(=O)CC1Nc2ccccc2NC1=O (stereo unspecified) | 7 | -99%
Brc1ccc2oc3c(Nc4ccccc4)ncnc3c2c1 | 0 | 8%
Cc1ccc(C(O)CNC(=O)Nc2c(C)cccc2C)cc1 (stereo unspecified) | 0 | u
CCNc1c(NC(=O)Nc2ccccc2OCC)c(=O)oc2ccccc12 | -7 | -13%
Cn1c(=O)c2c(nc(Cl)n2Cc2cccc(Cl)c2)n(C)c1=O | 0 | u
COC(=O)c1cc(-c2ccc(C)cc2)nc2ccc(Cl)cc12 | 1 | 6%
CC(C)(C)NC(=O)C(c1ccc(-c2ccccc2)cc1)n1c(=O)c(-c2ccccc2)nc2ccccc21 (stereo unspecified) | -1 | 1%
CCCCNC(C(=O)c1c[nH]c2c(CC)cccc12)c1ccccc1 (stereo unspecified) | -2 | u
O=C(/C(Br)=C/Nc1ccc(Cl)c(Cl)c1)C(F)(F)F | 0 | u
N#Cc1ccc(/C=C/C(=O)N(CCc2ccccc2)Cc2cccs2)cc1 | -3 | u
Cn1nc(C(=O)Nc2ccc(F)cc2F)c2ccccc2c1=O | 11 | -5%
CCC1CCc2c(sc(NC(=O)C(C)C)c2C#N)C1 (stereo unspecified) | 0 | u
CCOC(=O)c1[nH]c2ccccc2c1NC(=O)CCN1CCC(C(N)=O)CC1 | -2 | -7%
Cn1c(=O)[nH]c(=O)c2[nH]c(N3CCN(CCO)CC3)nc21 | -8 | 23%
O=C(Cc1ccccc1)c1ccccc1NC(=O)C1CCCCC1 | 7 | -4%
CC(=O)NC1=NN(C(C)=O)C(c2ccccc2OCc2ccccc2Cl)S1 (stereo unspecified) | -1 | -20%
CCC(CN)Cc1ccccc1 (stereo unspecified) | 3 | 42%[activator]
Cn1nc(C(=O)Nc2ncc(Cc3ccc(Cl)cc3)s2)c2ccccc2c1=O | -2 | -8%
C=CCNCc1cccc(OC)c1OCC | 3 | -26%

3 entries from above, arranged by the number in 12-LOX inh, rising:
structure	12-LOX inh
C=CCNCc1cccc(OC)c1OCC	-26%
CC(=O)NC1=NN(C(C)=O)C(c2ccccc2OCc2ccccc2Cl)S1 (stereo unspecified)	-20%
CCOC(=O)c1[nH]c2ccccc2c1NC(=O)CCN1CCC(C(N)=O)CC1	-7%

Remaining list, next part:
SMILES | LDHA block | 12-LOX inh
CCNS(=O)(=O)O | -6 | u
S=C(N/N=C1/CC2CC=CC12)NC1CCCCC1 (stereo unspecified) | -7 | 35µM*
CC(C)NC(=O)c1cnn(-c2ccccc2F)c1-n1cccc1 | -6 | 0%
CCOP(=O)(OCC)c1nc(Cc2ccccc2)oc1NCc1ccc2c(c1)OCO2 | 9 | u
O=C(c1cc2sccc2n1Cc1ccccc1F)N1CCOCC1 | -2 | 19%
CC(=O)c1ccc(NC(=O)CN(C)Cc2ccccc2N2CCCCC2)cc1 | 6 | 16%
O=C1NC[C@@H](Cc2ccc(O)cc2)N(CCc2cc(C(F)(F)F)cc(C(F)(F)F)c2)C1=O | -1 | u
O=C(OCC(=O)C12CC3CC(CC(C3)C1)C2)c1ccccc1Sc1ccc(C(F)(F)F)cc1[N+](=O)[O-] | 21 | -27%
CCOc1ccc(Oc2ncnc3c2cnn3-c2ccccc2)cc1 | 11 | 64%[activator]
N#CC1=C(N)OC2=C(C(=O)CCC2)C1c1ccc(-c2ccc(Cl)cc2Cl)o1 (stereo unspecified) | 11 | 28µM*
Cc1ccc(C)c(OCc2ccc(-c3nc(C#N)c(N(C)C)o3)o2)c1 | -2 | -9%
Cc1cc(C)n(-c2nc3ccccc3nc2NCc2ccccc2)n1 | -1 | 1%
O=C(c1ccc(OCc2cscn2)cc1)N1CCN(C2CCS(=O)(=O)C2)CC1 (stereo unspecified) | 0 | 54%[activator]
CN(Cc1ccc(F)cc1)C(=O)c1ccc(Cl)c(S(=O)(=O)NC2CC2)c1 | -4 | 20%
O=S(=O)(Cc1ccccc1)c1ccc2ccccc2c1 | 6 | -12%
CCOC(=O)c1[nH]c(C)c(C(C)=O)c1C | -19 | 18%
COc1cc(OC)c2c(C)c(CC(=O)NC3CC(C)(C)NC(C)(C)C3)c(=O)oc2c1 | 6 | -32%
COc1cc(NC(=O)CCc2c(C)c3ccc(C)cc3oc2=O)cc(OC)c1OC | -24 | u
COc1ccc2cc(C(=O)NCC3COc4ccccc4O3)c(C)nc2c1 (stereo unspecified) | 26 | 4%
Cc1nc2ccc(Cl)cc2cc1C(=O)Nc1ccncc1 | -8 | -8%

Part of the list above, as a markdown table:
| smiles | LDHA block | 12-LOX inh |
| --- | --- | --- |
| N#Cc1ccc(OCCOc2cccc(C#N)c2)cc1 | 0 | -29% |
| CCN1C(=O)C(Cc2ccccc2OC)c2ccccc21 (stereo unspecified) | 0 | u |
| CCn1cc(CNC(=O)Nc2ccc(Cl)c(Cl)c2)c(C)n1 | 0 | 3% |
| O=C(NC1CCCCCC1)c1ccc2c(Cl)c3c(nc2c1)CCCC3 | -7 | 0% |

The results go on:
SMILES | LDHA block | 12-LOX inh
O=C(COC(=O)c1nn(-c2ccccc2)c(=O)c2ccccc12)NC12CC3CC(CC(C3)C1)C2 | 7 | 24%
COCCNc1oc(-c2ccc(S(=O)(=O)N3CCC(C)CC3)cc2)nc1C#N | 4 | 3%
O=C(Nc1ccc(Cl)cc1)c1n[nH]c(=O)c2ccccc12 | 1 | 15%
O=C(Nc1ccc2c(c1)OCCO2)C1c2ccccc2OCC(=O)N1Cc1cccnc1 (stereo unspecified) | -5 | -1%
CC(C)c1ccc(NC(=O)NCC(O)c2ccc(F)c(F)c2)cc1 (stereo unspecified) | 1 | 11%
O=S1(=O)N[C@H](Cc2ccccc2)COc2cc(N3CCSCC3)ccc21 | -10 | -20%
COc1ccc(-c2coc3c(C)c(O)ccc3c2=O)cc1 | 9 | -15%
CNc1nnc(SCc2ccc(C#N)cc2F)s1 | 7 | -2%

Screening results as filed in PubChem.

An excerpt; count on the stated rates, not on these rows.
